# Bioassay records as filed in PubChem.
# TEAD-YAP block: TEAD-YAP interaction inhibition. inhibition, % at 9.12 µM. AID 1259422. 1.4% of 640,000 active. HEK-TIYL cells, TEAD-Gal4/YAP UAS-luciferase luminescence; in the data active means inhibition above about 32%;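 further: 0% = median of test compound wells and 100% = reference inhibitor wells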
# GPR151 ag: human GPR151 activation; PathHunter beta-arrestin GPR151 cells, luminescence; activation, % at 11.2 µM; 1% of 650,000 active; Q8TDV0; in the data active means activation above about 4.9%;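 further: 0% = median of compound wells and 100% = cells with positive control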
# FBW7 act: activators of human E3 ligase FBW7; normalized activity (activation), % at 26.1 µM; AlphaScreen FBW7–phospho-cyclin E peptide binding, activator screen; 0.13% of 650,000 active; Q969H0; in the data active means normalized activity above about 1.9%;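 further: purified mutant Fbw7 with reduced substrate affinity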
# Target sequence (Q969H0 whole entry, looked up): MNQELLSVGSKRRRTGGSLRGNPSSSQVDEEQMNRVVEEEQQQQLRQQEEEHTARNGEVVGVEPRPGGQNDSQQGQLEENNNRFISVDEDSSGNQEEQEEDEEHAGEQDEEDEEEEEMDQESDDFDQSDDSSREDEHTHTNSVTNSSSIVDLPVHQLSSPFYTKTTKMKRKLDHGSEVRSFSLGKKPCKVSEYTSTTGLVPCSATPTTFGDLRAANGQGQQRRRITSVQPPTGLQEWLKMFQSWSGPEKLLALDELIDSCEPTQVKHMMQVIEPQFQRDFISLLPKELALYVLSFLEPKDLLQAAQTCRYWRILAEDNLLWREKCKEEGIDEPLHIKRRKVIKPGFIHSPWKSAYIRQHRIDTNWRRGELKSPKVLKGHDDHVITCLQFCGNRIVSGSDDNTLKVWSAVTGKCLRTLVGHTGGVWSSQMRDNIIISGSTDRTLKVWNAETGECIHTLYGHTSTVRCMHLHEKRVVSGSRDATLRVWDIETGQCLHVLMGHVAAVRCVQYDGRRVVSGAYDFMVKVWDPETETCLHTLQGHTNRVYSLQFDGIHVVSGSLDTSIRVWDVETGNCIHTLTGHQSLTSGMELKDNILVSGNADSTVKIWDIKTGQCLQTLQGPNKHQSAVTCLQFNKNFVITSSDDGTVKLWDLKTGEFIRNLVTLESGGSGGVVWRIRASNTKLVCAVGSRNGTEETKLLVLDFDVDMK
# MITF primary: human MITF inhibition, primary screen | O75030 | AlphaScreen MITF homodimerization, bead proximity signal | inhibition, % at 2.6 µM | 0.91% of 650,000 active | AID 1259374; in the data active means inhibition above about 50%;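 further: 0% = vehicle wells with protein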
# The depositor's hits bear a star.
# The opening 14 compounds as a preview:
compound	TEAD-YAP block	GPR151 ag	FBW7 act	MITF primary
CN(C)c1ccc(/C=C(\C#N)c2nc(C3CC3)cs2)cc1	-3	0.0	0.2	9
CC(C#N)(NC(=O)CSc1ncc(C(F)(F)F)cc1Cl)C1CC1 (centres undefined)	-3	1.5	0.8	1
COc1ccc(-c2coc3c(C)c(OCCN4CCCCC4)ccc3c2=O)cc1	-66	0.4	-0.2	-5
COc1ccc(Nc2nc3c(C)cccn3c(=O)c2C=NCc2ccccc2)cc1	2	-1.4	0.3	22
Cn1c(N/N=C\c2cccc([N+](=O)[O-])c2)cc(=O)n(C)c1=O	6	-1.0	0.0	-3
COc1cccc(NC2(c3nnnn3-c3ccc(C)cc3)CCCC2)c1	0	-0.9	-0.1	3
CCOC(=O)Nc1ccc(Oc2ccccc2)cc1	-41	-0.1	0.0	1
O=C(Nc1cc(Cl)cc(Cl)c1)c1cnn2c1NC(c1ccco1)CC2C(F)(F)F (centres undefined)	-8	1.0	0.0	9
COc1cc(C2N(c3ccccc3)CCN2c2ccccc2)c([N+](=O)[O-])cc1OC	-20	0.9	0.0	4
O=C(NCCc1nnc2n1CCN(Cc1ccc3c(c1)CCO3)CC2)c1ccco1	-6	0.2	0.5	13
O=C(O)c1cccc(Oc2ccc(Oc3ccc4c(c3)C(=O)N(c3ccccc3-c3ccccc3)C4=O)cc2)c1	10	-0.7	0.0	10
COc1c(Cl)ccc(Cl)c1C(=O)Nc1ccc(C)cc1	-4	-0.1	-0.1	2
Cc1cc(Cl)ccc1OC(C)C(=O)Nc1ccc(OCC(=O)O)cc1 (centres undefined)	0	0.5	-0.1	5
COc1cc(OC)c(OC)cc1CN1CCc2nnc(C3CCCO3)n2CC1 (centres undefined)	6	0.3	-0.1	-3

# This part in full, from the start:
compound	TEAD-YAP block	GPR151 ag	FBW7 act	MITF primary
CN(C)c1ccc(/C=C(\C#N)c2nc(C3CC3)cs2)cc1	-3	0.0	0.2	9
CC(C#N)(NC(=O)CSc1ncc(C(F)(F)F)cc1Cl)C1CC1 (centres undefined)	-3	1.5	0.8	1
COc1ccc(-c2coc3c(C)c(OCCN4CCCCC4)ccc3c2=O)cc1	-66	0.4	-0.2	-5
COc1ccc(Nc2nc3c(C)cccn3c(=O)c2C=NCc2ccccc2)cc1	2	-1.4	0.3	22
Cn1c(N/N=C\c2cccc([N+](=O)[O-])c2)cc(=O)n(C)c1=O	6	-1.0	0.0	-3
COc1cccc(NC2(c3nnnn3-c3ccc(C)cc3)CCCC2)c1	0	-0.9	-0.1	3
CCOC(=O)Nc1ccc(Oc2ccccc2)cc1	-41	-0.1	0.0	1
O=C(Nc1cc(Cl)cc(Cl)c1)c1cnn2c1NC(c1ccco1)CC2C(F)(F)F (centres undefined)	-8	1.0	0.0	9
COc1cc(C2N(c3ccccc3)CCN2c2ccccc2)c([N+](=O)[O-])cc1OC	-20	0.9	0.0	4
O=C(NCCc1nnc2n1CCN(Cc1ccc3c(c1)CCO3)CC2)c1ccco1	-6	0.2	0.5	13
O=C(O)c1cccc(Oc2ccc(Oc3ccc4c(c3)C(=O)N(c3ccccc3-c3ccccc3)C4=O)cc2)c1	10	-0.7	0.0	10
COc1c(Cl)ccc(Cl)c1C(=O)Nc1ccc(C)cc1	-4	-0.1	-0.1	2
Cc1cc(Cl)ccc1OC(C)C(=O)Nc1ccc(OCC(=O)O)cc1 (centres undefined)	0	0.5	-0.1	5
COc1cc(OC)c(OC)cc1CN1CCc2nnc(C3CCCO3)n2CC1 (centres undefined)	6	0.3	-0.1	-3
COCCOC(=O)c1[nH]c2c(c1C)C(=O)CC(c1ccccc1)C2 (centres undefined)	49*	0.3	0.0	3
O=C(NCCN1CCN(C(=O)c2ccc([N+](=O)[O-])cc2)CC1)C(=O)Nc1ccc(F)cc1	15	0.1	-0.1	15
N#C/C(=C\c1cc(Cl)ccc1O)c1nc2ccccc2[nH]1	-22	5.7*	0.1	8
CCc1cc2c(cc3c(=O)n(CC(=O)N4CCCCC4C)nc(CC)n32)s1 (centres undefined)	-5	-0.1	0.0	-22
Cc1cccc(NC(=O)CC(C(=O)O)N2CCOCC2)c1 (centres undefined)	-10	0.7	-0.1	-9
CC(=O)Nc1ccc(OC(=O)c2cccc([N+](=O)[O-])c2)cc1	2	0.2	1.1	22
Clc1ccccc1CN1CCOCC1	0	1.6	0.2	47
CCOc1ccccc1NC(=O)C(C)N(c1cc(C)cc(C)c1)S(C)(=O)=O (centres undefined)	11	3.1	0.0	4
COc1cc2c(cc1OC)C(NC(=O)C(F)(F)F)/C(=C/c1cccs1)C2=O (centres undefined)	2	-1.2	-0.1	-2
COc1ccc(/C=C2\SC(=Nc3ccc(F)cc3)NC2=O)c(OC)c1	28	-2.1	-0.1	-3
CCC(Sc1nc2ccccc2c2nc(C)nn12)C(=O)NCc1ccco1 (centres undefined)	2	8.7*	0.0	11
COc1ccc(S(=O)(=O)N2CCN(C(=O)c3ccc(F)cc3)CC2)cc1	7	2.1	0.0	14
O=C(O)c1ccc(/C=N\NC(=O)c2ccc(Br)cc2)cc1	-4	-1.3	0.0	-5
O=[N+]([O-])c1ccc(S(=O)(=O)N2CCOCC2)c2ccccc12	-12	0.4	-0.3	2
COC(=O)C(Nc1cc(Cl)ncn1)C(C)C (centres undefined)	5	0.1	-0.2	-4
O=C(CC12CC3CC(CC(C3)C1)C2)Nc1cccc2ncccc12	-9	6.3*	-0.1	1
O=C(Nc1ccc2nc3n(c(=O)c2c1)CCCCC3)c1ccc(F)cc1	-52	0.1	0.0	-2
CC(=O)Nc1cccc2nsnc12	1	0.0	0.1	-6
CC1Cc2ccccc2N1C(=O)/C=C/c1cccs1 (centres undefined)	16	-9.3	0.1	-6
O=C(c1cnn2c(C(F)(F)F)cc(-c3cccs3)nc12)N1CCCCCC1	-1	-0.1	0.3	11
O=C(OC1CCOC1=O)c1ccccc1OCCOc1ccccc1 (centres undefined)	4	-1.6	0.6	4
Cc1cccc(-c2nnc(SCC(=O)NN)n2-c2ccccc2)c1[N+](=O)[O-]	9	1.9	0.7	-2
C=CCOc1ccc(-n2c(C)cc(C=O)c2C)cc1	1	-1.6	0.3	22
Cc1cc(C)c(N(C(=O)c2csnn2)C(C(=O)NC(C)(C)C)c2ccncc2)c(C)c1 (centres undefined)	-1	-0.2	-0.2	-8
C(=N\Nc1nnc2c(n1)[nH]c1ccccc12)/c1cccnc1	-26	0.7	0.1	12
O=C(/C=C/c1ccccc1)N1CCC(N(C2CC2)S(=O)(=O)c2ccc(Cl)cc2)CC1	-2	0.3	-0.2	15
O=C(NC1CC1)c1cc(Cl)ccc1Cl	3	0.8	0.0	10
Cc1ccc(C(=O)c2c(/N=C/c3c(O)[nH]c(=O)[nH]c3=O)sc3c2CCCC3)cc1	3	-0.2	-0.2	-5
O=C(Nc1nnc(S(=O)(=O)N2CCCCCC2)s1)c1ccccc1Cl	2	-0.4	-0.2	15
Cc1nnc(SCCC(=O)Nc2ccccc2C(F)(F)F)s1	0	1.5	-0.1	3
CCOc1cc(/C=C(\C#N)c2nn(-c3ccccc3)c(N)c2C#N)ccc1OCc1ccc(F)cc1	5	0.5	0.3	22
CCOC(=O)c1cc(-c2ccccn2)nc2c1c(=O)[nH]c(=O)n2CC(C)C	9	-0.4	0.1	4
Cc1cccc(OCC(O)CN2CCN(CC(O)COc3cccc(C)c3)CC2)c1 (centres undefined)	-1	-0.6	-0.2	8
Cc1cccc(C(=O)Nc2cccc(F)c2)c1[N+](=O)[O-]	-3	-1.7	0.1	10
O=C(CN(C(=O)CCC(=O)Nc1ccccn1)c1cccc(F)c1)NCC1CCCO1 (centres undefined)	2	-0.4	0.2	7
CC1=C(C#N)C(NC(=O)c2ccncc2)(C(F)(F)F)C(=O)N1 (centres undefined)	0	-0.8	0.0	-6

# (listing goes on)
compound	TEAD-YAP block	GPR151 ag	FBW7 act	MITF primary
COc1ccc(CCNc2cc(-c3cccc(N)c3)nc(N)n2)cc1	35*	1.2	0.0	13
Cc1ccc(NC(=O)c2c(NC(=O)C(F)(F)F)sc3c2CCC3)c(C)c1	-6	-0.4	-0.1	-16
Clc1ccccc1CN1c2ccccc2N(Cc2ccccc2Cl)C1c1ccccc1Cl	81*	1.0	0.6	6
COC(=O)C1=C(C)N(c2cccc3ccccc23)C(=O)C1	6	-0.3	0.1	6
COC(=O)c1c(NC(=O)C2CC2)sc(C(=O)Nc2cccc([N+](=O)[O-])c2)c1C	-56	0.7	0.0	1
COc1ccc(NC(=O)C(C)NS(=O)(=O)c2ccccc2)cc1Cl (centres undefined)	8	0.2	0.1	-3
CN(/C(=N/S(=O)(=O)c1ccccc1)c1ccccc1)c1ccccc1	-2	1.2	0.1	1
CCCN(CCC)C(=O)CSc1ccc(C)cc1	0	-0.4	1.1	1
Cc1ccc(CNS(=O)(=O)c2cc(C(=O)Nc3cc(Cl)cc(Cl)c3)ccc2F)cc1	8	-0.5	0.0	5
C(=N\NC1=NCCCCC1)/c1cn(-c2ccccc2)nc1-c1cccnc1	-4	-1.5	-0.1	5
Fc1ccc2c(c1)C1C=CCC1C(c1ccc(Cl)cc1)N2 (centres undefined)	15	0.3	-0.3	10
COc1ccc(CNC(=O)CN(c2ccc(C(C)C)cc2)S(C)(=O)=O)cc1	-58	0.4	0.1	0
CN1CCC(N(C)Cc2ccc(C(=O)NCC3CCCO3)c(=O)[nH]2)CC1 (centres undefined)	-8	0.6	0.0	4
Nc1nc(Sc2ccc(S(=O)(=O)Nc3ccccc3Cl)cc2[N+](=O)[O-])n[nH]1	15	-1.7	-0.2	-4
COc1ccc(OC)c(C2C(C(=O)Nc3ccc(C)cc3)=C(C)Nc3nnnn32)c1 (centres undefined)	-12	1.8	0.1	6
COc1cc(C(=O)Nc2ccc(S(=O)(=O)Nc3nc(C)cc(C)n3)cc2)cc(OC)c1OC	-3	-1.2	0.1	-5
COc1ccc(S(=O)(=O)NCc2ccc3[nH]c(C)cc3c2)cc1	11	1.2	-0.1	10
COC(=O)C1=C(N)N(c2ccc(C)cc2)C2=C(C(=O)CC(C)(C)C2)C1c1ccccc1 (centres undefined)	-2	-0.8	0.0	-4
CC(=O)C1C(c2ccc(C)cc2)c2c(noc2C)CC1(C)O (centres undefined)	1	-0.3	0.0	12
CCOC(=O)/C(C#N)=N\Nc1cc(C)cc(C)c1	6	-0.8	0.5	14
CCCCc1ccc(C2=N/C(=C\c3ccc(OC)c(OC(C)=O)c3)C(=O)O2)cc1	-1	1.9	-0.1	-3
Brc1ccccc1-c1nnc(CSc2nncn2-c2ccccc2)o1	-2	1.1	-0.1	-1
Cc1ccc(OCCOc2ccccc2C=O)cc1	-31	0.1	-0.1	-6
CNC(=O)c1ccccc1Nc1cc(Nc2ccc3[nH]cc(C(=O)C(=O)N(C)C)c3c2)ncc1C(F)(F)F	51*	-0.9	0.2	19
O=C1OC(c2ccc(Br)cc2)=N/C1=C\c1ccc(-c2cccc([N+](=O)[O-])c2)o1	-5	-0.1	0.0	-2
Cc1ccc(-c2[nH]nc3c2C(c2cccc(F)c2)C(C#N)=C(N)O3)cc1 (centres undefined)	-6	2.0	-0.1	-8
Cc1cc(N2C(=O)c3ccc(C(=O)O)cc3C2=O)ccc1NC(=O)c1cccs1	-3	-0.9	0.2	-15
COc1ccc(NC2=C(Cl)C(=O)OC2OC(=O)c2ccco2)cc1 (centres undefined)	-12	0.2	-0.3	-1
CC(C)(C)NC(=O)COC(=O)c1ccc(S(=O)(=O)N2CCCC2)cc1	-1	-0.9	0.0	-13
Cc1nn(-c2nc3ccccc3[nH]2)c(=O)c2ccccc12	97*	-8.8	0.0	2
O=C(COc1ccc(Cl)cc1)N/N=C/c1ccc(C(=O)O)cc1	-5	-1.0	0.0	3
Fc1ccc(-c2nccnc2NCC2CC2)cc1Cl	7	1.1	0.1	-20
C/C(CC(=O)Nc1ccc(F)cc1)=N\NC(=O)COc1ccc(Br)cc1	6	1.5	-0.1	18
O=C(CCn1c(=O)oc2ccccc21)NCCN1CCOCC1	3	-0.7	0.1	20
O=C(c1ccco1)N1CCN(C(=O)c2cc3c(s2)-c2ccccc2OC3)CC1	-16	0.2	0.2	3
O=[N+]([O-])CC(c1ccc(Cl)cc1)c1c(-c2ccccc2)n(O)c2ccccc12 (centres undefined)	-7	0.9	-0.1	-8
Cc1ccc(CNC(=O)CCCCCn2c(=S)[nH]c3cc4c(cc3c2=O)OCO4)cc1	-2	-0.3	0.1	4
CC1(c2ccccc2Cl)NC(=O)N(CC(=O)Nc2ccc(Oc3ccccc3)cc2)C1=O (centres undefined)	0	-0.1	0.5	8
CCOC(=O)C1CCCN(c2cc(=O)n(C3CCCCC3)c(=O)[nH]2)C1 (centres undefined)	-8	1.4	-0.2	-13
Cc1ccc(SCC(=O)Nc2ccc(O)cc2C(=O)O)cc1	0	1.7	0.0	-16
CCCCCCOc1ccc(NS(=O)(=O)c2ccc(Br)cc2)cc1	4	3.0	0.0	6
COc1cccc(NC(=O)c2sc3nc4c(cc3c2N)CN(C)CC4)c1	-42	0.4	-0.2	-15
COc1ccc(NC(=O)Cc2ccc(F)cc2)cc1	-22	-1.5	0.0	-16

# Single values from the list:
# For GPR151 ag, `CCCCCCOc1ccc(NS(=O)(=O)c2ccc(Br)cc2)cc1` is listed with 3.0
# For MITF primary, `COc1ccc(NC(=O)Cc2ccc(F)cc2)cc1` is listed with -16
